Bioassay records: PubChem, National Center for Advancing Translational Sciences (NCATS)
ERK EGF inh: qHTS Assay for Inhibitors of the ERK Signaling Pathway using a Homogeneous Screening Assay; Stimulation with EGF; HEK293-V1b, EGF-stimulated phospho-ERK AlphaScreen; Potency, µM (doses to about 11.5 µM), inactives show top-dose activity change, negative = inhibition, hits mostly inhibitors; actives 0.41% (n = 130,000); AID 1454, 2008; active = well fitted inhibition curve with a large enough effect; inconclusive = small, poorly fitted or top-dose-only effect, or effect the other way;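 note: plate controls were stimulated vehicle wells for no effect and unstimulated vehicle basal for full effect; nearly all actives have a fitted effect of over 55% in size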
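HEK293 cells stably expressing V1b receptor, serum-reduced (1% FBS) overnight, pretreated 30 min with compound, then stimulated 5 min with 25 nM EGF; phospho-ERK detected by AlphaScreen SureFire. AC50 from Hill fits, normalized to DMSO and EGF.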
* = called active by the depositor; ? = inconclusive; & = joins results of further samples; [ ] = dose if it differs, or a comment. Potency is the fitted concentration of half-maximal effect. Only part of the results is shown; the hit share may differ from the screen's.

SMILES	ERK EGF inh
COc1ccc(-c2csc3nc(C(C)(C)C)oc(=O)c23)cc1OC	-2%
C/C(=N\OC(=O)c1c(-c2ccccc2Cl)noc1C)c1nccs1	0%
Cc1cc(C)c(N=C2SCC(=O)N2Cc2ccco2)c(C)c1	-10%[57.5 µM]
CCOC(=O)CCCSc1nc(-c2ccc3c(c2)OCO3)cc(C(F)(F)F)c1C#N	2%
CCC(C)(C)n1nnnc1CN1CCC(NC(=O)c2ccccc2C)CC1	-1%
COc1ccc2c(c1)c1ccc3c(c1n2C)C(=O)C=CC3=O	32µM*
COC(=O)Nc1ccc(S(=O)(=O)N2CCCC(C(=O)N3CCC(C)CC3)C2)cc1 (configuration not stated)	3%
O=C(NCCCn1ccnc1)c1cc2cc([N+](=O)[O-])ccc2oc1=O	-2%
COc1cc(OC)c2ccc(=O)oc2c1C(CCN1CCCC1)c1ccc(N(C)C)cc1 (configuration not stated)	-4%[57.5 µM]
CC1=CC2C(C)(C)CC(=O)C[C@]2(C)CC1COc1ccc2c(c1)CC(=O)C=C2 (some centres not stated)	?
N#CC1=C2N=C(N)c3ccccc3N2C2=C(C(=O)CCC2)C1c1ccc(Cl)cc1 (configuration not stated)	-6%
CC1(C)CC(=O)C/C(=N\NC(=S)NCc2ccccc2)C1	-3%
COc1cccc(C(=O)OCC(=O)NCCc2ccccc2)c1OC	-8%
Cc1ccc2nc(Cl)c(/C=C/C(=O)c3ccco3)cc2c1	2%[57.5 µM]
COc1ccc2c(=O)cc(-c3ccccc3F)oc2c1	-8%[57.5 µM]
CCC(=O)Nc1cc(C(F)(F)F)ccc1N1CCCC1	3%
COc1ccc(-n2cc(-c3ccccc3)c3c(=O)[nH]cnc32)cc1	-7%
COC(=O)C(CC(=O)O)NCc1ccco1 (configuration not stated)	-11%[57.5 µM]
Cn1c(N)c(C(=O)COC(=O)c2cc(C(F)(F)F)nc3ccccc23)c(=O)n(C)c1=O	12%&3%
Cc1ccc(S(C)(=O)=NC(=O)c2cc(C)on2)cc1 (configuration not stated)	3%[57.5 µM]
Cc1cc(C)nc(/N=C(\N)Nc2ccccc2-c2ccccc2)n1	6%
O=C(CC(c1ccccc1)c1ccccc1O)NCc1ccccc1 (configuration not stated)	-7%
CCOc1ncnc2c1sc1nc(C)cc(C)c12	?
O=C(Nc1ccccc1F)N1CCCC1c1cccnc1 (configuration not stated)	1%[57.5 µM]
CC(=O)NC(Cc1c[nH]c2ccccc12)C(=O)OCC(=O)N1CCCCCC1 (configuration not stated)	-3%
Remaining list, next part
SMILES	ERK EGF inh
O=C(COc1ccccc1)NCC(=O)Nc1cccc2ccccc12	-10%
O=C(COC(=O)Cc1ccsc1)Nc1ccc(Cl)c(S(=O)(=O)N2CCOCC2)c1	7%
CCC(=O)OCC(=O)Nc1cc([N+](=O)[O-])ccc1Cl	-8%
COC/C=C/C1=CC2=CC(=O)C(C)(OC(=O)CCc3ccccc3)C(=O)C2=CO1 (configuration not stated)	-3%
CC(=O)N1CCN(c2ccc([N+](=O)[O-])cc2)CC1	2%
c1ccc(Nc2nc3ccccc3n3cnnc23)cc1	?
CCCNC(=O)C1CC(c2ccc(C(F)(F)F)cc2)=NO1 (configuration not stated)	5%[57.5 µM]
Cc1ccc(N(C(=O)Cc2cccs2)C(C(=O)NCC2CCCO2)c2ccncc2)cc1 (configuration not stated)	0%
O=C(NN1CCOCC1)c1cc(-c2ccncc2)nc2ccccc12	10%
O=C(CN1CC(=O)Nc2ccccc21)Nc1ccc(F)c(F)c1	-9%
O=c1c(Br)c(Br)cnn1-c1ccccc1	-11%
Cc1ccc(NC(=O)c2ccc3c(c2)C(=O)N(CC2CCCO2)C3=O)cc1C (configuration not stated)	3%
O=C(c1ccc(OC2CCN(Cc3ccccn3)CC2)cc1)N1CCCCO1	-12%[57.5 µM]
N#Cc1c(NC(=O)CCCC(=O)O)sc2c1CCCCC2	15%
COc1ccc(C2=C(Nc3ccccc3)c3ccccc3C2=O)cc1	-2%
CC(=O)OC1CCC23CC1(C)CCC2C(C)(C)CC3OC(C)=O (configuration not stated)	26%
CCOc1ccccc1N(CC(=O)NCCOC)C(=O)CCC(=O)Nc1ccccn1	8%
Cc1nc(Cl)c(C#N)c2c1CCCC2	-2%[57.5 µM]
N#C/C(=C\c1cc2ccccc2nc1N1CCOCC1)C(=O)Nc1ccc(N2CCOCC2)cc1	?
c1ccc(-n2ncc3c(N4CCCC4)ncnc32)cc1	?
O=C(O)c1ccccc1SCc1nc2ccccn2c1Br	4%
O=C(O)Cc1c(C(=O)O)nnn1-c1ccc(Cl)cc1Cl	1%
COc1ccc([N+](=O)[O-])cc1NC(=O)C(C)OC(=O)c1ccccc1C(=O)c1ccc(Cl)cc1 (configuration not stated)	3%
Cc1ccc(NS(=O)(=O)c2ccc(OCC(=O)NCc3ccncc3)cc2)cc1	4%
CC(C)CC(NC(=O)c1ccccc1NC(=O)c1ccccc1)C(=O)O (configuration not stated)	-5%
Continuation:
SMILES	ERK EGF inh
COc1cc(CC(=O)Nc2ccccc2N2CCOCC2)cc(OC)c1OC	32%
CC(NC(=O)Cc1cccs1)c1ccccc1 (configuration not stated)	6%
Cc1ccc(CNC(=O)CN(c2cccc([N+](=O)[O-])c2)S(C)(=O)=O)cc1	-9%[57.5 µM]
CC1(c2ccccc2)NC(=O)N(CC#N)C1=O (configuration not stated)	-7%
CN(C(=O)CSc1nc2ccccc2s1)c1c(N)n(Cc2ccccc2)c(=O)[nH]c1=O	-6%
CC(C)c1cccc(C(C)C)c1NC(=O)COC(=O)C1=COCCO1	-7%
CS/C(=C\[N+](=O)[O-])Nc1ccc(C)cc1	-3%
O=C(Nc1nc(N2C(=O)c3ccccc3C2=O)n(-c2ccccc2)n1)c1ccccc1	-4%
O=C(CCc1nnc(-c2ccc(-c3ccccc3)cc2)o1)N1CCCCC1	-14%[57.5 µM]
S=c1[nH]nc(Cc2ccccc2)n1-c1cccc2ccccc12	-6%
O=C(CN1C(=O)C(c2ccc(F)cc2)=NC12CCCC2)Nc1ccc(F)cc1	6%
Cc1cccc(CNc2nc(-c3cccc(NS(C)(=O)=O)c3)nc3ccccc23)c1	?
Cc1ccc(S(=O)(=O)c2nnn3c2nc(N2CCCCC2)c2ccccc23)cc1	-4%
CC1(C)CC=C(O[Si](C)(c2ccccc2)c2ccccc2)CC1	-6%
O=C(NNS(=O)(=O)c1ccccc1)C1CCN(S(=O)(=O)c2ccc(Cl)cc2)CC1	-15%
O=C(CNc1cc(S(=O)(=O)N2CCCC2)ccc1OCC(F)(F)F)Nc1cccc(C(F)(F)F)c1	-6%
COC(=O)c1ccc(NC(=S)NCC2CC2)cc1	-1%
Cc1ccc(NC(=O)C2C3C=CC4(CN(Cc5cccnc5)C(=O)C24)O3)cc1 (configuration not stated)	3%
CC1(C)C2CCC1(C)C(Nc1ccccc1)C2 (configuration not stated)	9%[57.5 µM]
O=C(c1ccco1)c1coc2c1cc(O)c1ccccc12	2%
CC(=O)Nc1cccc(NC(=O)Nc2ccc(F)cc2F)c1	-3%
Cc1cccc(N(CC(=O)NCc2ccc(F)cc2)C(=O)c2csnn2)c1C	?
COc1cccc(/C=N/NC(=O)CNC(=O)c2ccc(S(=O)(=O)N3CCCC3)cc2)c1OC	-5%
C/C=C/c1ccc(OCC(O)CN2CCCCCCC2)c(OC)c1 (configuration not stated)	0%
COc1cccc2sc(Nc3nc4ccc(NC(C)=O)cc4s3)nc12	1%

Some values from the list.
Under ERK EGF inh, `O=C(Nc1nc(N2C(=O)c3ccccc3C2=O)n(-c2ccccc2)n1)c1ccccc1` is listed with -4%
Under ERK EGF inh, `O=C(CN1C(=O)C(c2ccc(F)cc2)=NC12CCCC2)Nc1ccc(F)cc1` is listed with 6%

Ordered by count of non-hydrogen atoms (smallest number first): 16 of the compounds above
SMILES	ERK EGF inh
CS/C(=C\[N+](=O)[O-])Nc1ccc(C)cc1	-3%
CC(=O)N1CCN(c2ccc([N+](=O)[O-])cc2)CC1	2%
Cc1ccc(S(C)(=O)=NC(=O)c2cc(C)on2)cc1 (configuration not stated)	3%[57.5 µM]
c1ccc(-n2ncc3c(N4CCCC4)ncnc32)cc1	?
O=C(Nc1ccccc1F)N1CCCC1c1cccnc1 (configuration not stated)	1%[57.5 µM]
COc1ccc2c(c1)c1ccc3c(c1n2C)C(=O)C=CC3=O	32µM*
S=c1[nH]nc(Cc2ccccc2)n1-c1cccc2ccccc12	-6%
C/C=C/c1ccc(OCC(O)CN2CCCCCCC2)c(OC)c1 (configuration not stated)	0%
O=C(CC(c1ccccc1)c1ccccc1O)NCc1ccccc1 (configuration not stated)	-7%
O=C(c1ccc(OC2CCN(Cc3ccccn3)CC2)cc1)N1CCCCO1	-12%[57.5 µM]
Cc1ccc(NS(=O)(=O)c2ccc(OCC(=O)NCc3ccncc3)cc2)cc1	4%
CCOC(=O)CCCSc1nc(-c2ccc3c(c2)OCO3)cc(C(F)(F)F)c1C#N	2%
CCOc1ccccc1N(CC(=O)NCCOC)C(=O)CCC(=O)Nc1ccccn1	8%
COc1cc(OC)c2ccc(=O)oc2c1C(CCN1CCCC1)c1ccc(N(C)C)cc1 (configuration not stated)	-4%[57.5 µM]
COc1ccc([N+](=O)[O-])cc1NC(=O)C(C)OC(=O)c1ccccc1C(=O)c1ccc(Cl)cc1 (configuration not stated)	3%
N#C/C(=C\c1cc2ccccc2nc1N1CCOCC1)C(=O)Nc1ccc(N2CCOCC2)cc1	?

Following part
SMILES	ERK EGF inh
CC(=O)Oc1ccc(/C=C2\N=C(C3CCCCC3)OC2=O)cc1	-3%
CCN1CCc2nc3ccccc3c(C(=O)Nc3ccc(C#N)cc3)c2C1	5%
CCCOc1ccc(Br)cc1CSC(=N)N	-1%
CCOC(=O)Cc1csc(NC(=S)NC(=O)c2cc(OC)c(OC)c(OC)c2)n1	-7%[57.5 µM]
O=C(CCC(=O)c1ccc(F)cc1)Nc1cccc(S(=O)(=O)Nc2cccc(Cl)c2)c1	1%
Cc1ccc([N+](=O)[O-])cc1S(=O)(=O)N(C(=O)c1ccncc1)c1ccc2oc3c(c2c1)CCCC3	-6%
CCOc1ccccc1N(CC(=O)Nc1c(C)n(C)n(-c2ccccc2)c1=O)S(=O)(=O)c1ccccc1	3%[57.5 µM]
O=C(Cc1cccs1)N1CCN(c2cccc(Cl)c2)CC1	1%
COc1cc(C(c2c(C)[nH][nH]c2=O)c2c(C)[nH][nH]c2=O)ccc1OC(C)C	4%
S=C(NCC1CCCO1)Nc1cccc(Cl)c1 (configuration not stated)	-3%
O=C(O)CCC(=O)NNc1ncnc2ccccc12	-11%
O=c1[nH]c(CN2CCCC2)nc2sc3c(c12)CCC3	8%
COc1cccc(/C=C/C(=O)NCc2cn3cc(Cl)ccc3n2)c1	2%
CNC(=S)NNC(=O)c1oc2nc(-c3ccccc3)cc(-c3ccco3)c2c1N	4%[57.5 µM]
Cc1sc2nc(CSc3ccccc3)nc(N3CCC(C(N)=O)CC3)c2c1C	0%
CC(C)N1C(=O)S/C(=C/c2ccccc2OCc2ccc(C(=O)O)cc2)C1=O	-2%
CCOC(=O)NNC(=O)NCCCCCCNC(=O)NNC(=O)OCC	-4%[57.5 µM]
O=C(OCc1nnc(-c2ccccc2)o1)c1cc([N+](=O)[O-])ccc1Cl	6%
CC(OC(=O)CCCc1nc2ccccc2s1)C(=O)NC(N)=O (configuration not stated)	9%[57.5 µM]
O=C1c2ccccc2C(=O)C1c1ccnc2ccccc12	0%
Cn1cnnc1Sc1cc(N2CCN(S(=O)(=O)c3ccccc3)CC2)ccc1[N+](=O)[O-]	-9%
Cc1c(C(=O)O)cccc1-n1c(C)cc(/C=N/NC(=O)c2cc3ccccc3o2)c1C	0%
CNc1nc(-c2ccccc2)nc(-c2ccc(OC)cc2)c1C#N	-2%
OCCNC(=S)Nc1cccc(Cl)c1Cl	2%[57.5 µM]
COc1cccc(OC)c1C(=O)Nn1c(-c2cccc(C)c2)nc2ccccc2c1=O	4%
The listing continues:
SMILES	ERK EGF inh
CC(N=C1CC(C)(C)CC(=O)/C1=C(/O)CCCN1C(=O)c2ccccc2C1=O)C(=O)O (configuration not stated)	-2%
CN1N=C(C(C)(C)C)CSC1=Nc1ccccc1	-11%[57.5 µM]
O=C(N/N=C/c1cccs1)c1cccc(S(=O)(=O)Nc2ccc(Cl)cc2)c1	-5%
COc1cc(/C=N/Nc2nc(Nc3ccccc3)nc(N3CCOCC3)n2)ccc1OC(=O)c1ccco1	0%
COC(=O)CN1C(=S)N(c2ccc(Cl)cc2)C(=O)C1CC(=O)Nc1ccc(Cl)cc1 (configuration not stated)	4%[57.5 µM]
CC(C)(C)C(=O)Nc1ccc2c(c1)OCCOCCOc1cc(NC(=O)C(C)(C)C)ccc1OCCOCCO2	4%
c1ccc(Oc2ccc3ccccc3n2)cc1	4%
COc1ccc(C2/C=C\CN(CC3CC3)CC(=O)N2Cc2ccc(F)cc2)cc1 (configuration not stated)	0%[57.5 µM]
O=C(Cn1cc(C(F)(F)F)ccc1=O)Nc1ccccc1	1%[57.5 µM]
N#CCCN(Cc1cccnc1)C(=S)NC(=O)c1ccc(S(=O)(=O)N2CCCC2)cc1	7%
COc1ccc(C(=O)NCc2ccccc2OC)cc1	1%
CCN(CC(=O)Nc1ccc(C(C)=O)cc1)CC(=O)Nc1ccccc1C(F)(F)F	-4%[57.5 µM]
CCN(CC)S(=O)(=O)c1cc([N+](=O)[O-])ccc1N=Nc1c(O)n(C)c2ccccc12	-4%
CC1(C)Oc2ccc3ccc(=O)oc3c2C(/C=N/O)C1=O (configuration not stated)	-14%
COc1ccc([C@@H]2Sc3ccccc3N(CCN(C)C)C(=O)[C@@H]2OC(C)=O)cc1	-8%&5%
CC(=O)n1cc(/C=C2/N=C(c3ccccc3)OC2=O)c2ccccc21	0%
